Source: PubChem
DENV2 CPE rescue – inhibitors of DENV2 cytopathic effect, primary screen, cell-based, plate reader, single concentration; DENV2-infected cells, cytopathic effect rescue; 350,000 tested, 1.7% active; CPE inhibition, % at 9.99 µM; AID 651640, 2012; in the data active = CPE inhibition above about 20%, passing the limit was not always enough; inconclusive = no clear call, values can overlap the other calls; tested in BHK-21 cells;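 also: 0% = median of neutral control wells and 100% = median of positive control wells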
Casp6 inh – human caspase-6 inhibitors, primary screen, biochemical, VEID-R110 fluorescence, single point, set 2. 350,000 tested, 0.53% active. inhibition, % at 12.5 µM. P55212. AID 686996, 2013. purified caspase-6, Z-VEID-R110 cleavage fluorescence;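 active = mean inhibition across replicates at least about 35%, with every replicate also reaching that limit, limit read from the data; inconclusive = only one of the two criteria met; inactive = neither criterion met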;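 also: 0% = median of neutral control wells and 100% = no fluorescence left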
CFTR F508del cor – F508del CFTR correction, initial screen, CFBE line, single point. 350,000 tested, 0.36% active. activity (quench increase), % at 7.58 µM. AID 720511, 2013. CFBE cells, YFP halide quenching; stimulated with forskolin plus potentiator P3; % fluorescence drop versus neutral controls;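 active = mean added fluorescence quench of at least 8% versus neutral control, with both replicates also reaching 8%; inconclusive = only one of the mean or replicate conditions met; inactive = mean below 8% and not both replicates reaching 8%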;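 also: cells transiently co-express mutant CFTR-F508del with the halide-sensitive YFP; corrector assay measuring rescue of mutant channel to the surface after 24 h compound exposure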
RAD52 inh – RAD52 DNA annealing inhibitors, primary screen, biochemical, FRET, single point, set 2. DNA repair protein RAD52 homolog (Homo sapiens), P43351. recombinant RAD52 DNA annealing, FRET fluorescence. inhibition, % at 18.7 µM. 360,000 tested, 0.46% active;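 active = every replicate showing at least 50% inhibition; inconclusive = mean inhibition at least 50% but not in every replicate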
Target sequence (P43351 whole entry, looked up): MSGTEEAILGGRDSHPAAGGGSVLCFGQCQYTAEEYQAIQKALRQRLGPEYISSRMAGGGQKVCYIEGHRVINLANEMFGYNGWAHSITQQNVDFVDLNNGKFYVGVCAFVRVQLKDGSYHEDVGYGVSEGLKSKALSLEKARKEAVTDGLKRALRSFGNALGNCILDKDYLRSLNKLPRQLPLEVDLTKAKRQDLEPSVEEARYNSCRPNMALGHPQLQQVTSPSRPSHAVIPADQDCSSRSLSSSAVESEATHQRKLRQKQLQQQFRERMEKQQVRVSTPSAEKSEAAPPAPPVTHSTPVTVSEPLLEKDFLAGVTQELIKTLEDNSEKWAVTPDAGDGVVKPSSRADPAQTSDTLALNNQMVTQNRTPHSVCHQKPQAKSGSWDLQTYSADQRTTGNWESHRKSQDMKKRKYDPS
Xi reactivation – activators of inactive X chromosome reactivation, primary screen, imaging, XiGFP fibroblasts, GFP high-content imaging, set 2; XiGFP mouse fibroblasts, % GFP-positive cells imaging, 3 d; cells co-treated with 5-aza-dC sensitizer; scaled so ellipticine positive control = 100%; activation, % at 7.58 µM; 360,000 tested, 0.055% active;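 active = mean normalized replicate activation at least 10% and every replicate at or above 10%; inconclusive = only one of the two criteria met; inactive = mean below 10% and not all replicates reach 10%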;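 also: 0% = median of on-plate neutral control wells and 100% = ellipticine 6 µM median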
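assay system = SV40-immortalized XiGFP fibroblast cells, line 68-5-11 | buffer or medium = DMEM plus 5-aza-dC sensitizer | doses = single-point pinned compound dosing | times = 3-day compound exposure, then 15 min fixation at room temperature | benchmarks = positive control ellipticine, 6 µM final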
RAD54 branch – inhibitors of human RAD54 branch migration, primary screen, biochemical, fluorescence, single point. 360,000 tested, 0.14% active. DNA repair and recombination protein RAD54-like (Homo sapiens), Q92698. AID 602329, 2012. inhibition, % at 10.4 µM. RAD54 Holliday junction branch migration, FAM/BHQ fluorescence;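 active = mean normalized replicate activity at least 40 and at least half of replicates scoring 40 or more; inconclusive = only one of the two criteria met; inactive = mean below 40 and under half of replicates reaching 40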;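 also: 0% = median of neutral control wells and 100% = median of positive control wells; inhibitors cause a drop in the FAM fluorescence signal; in these data hits start at about 50%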
E-sel inducer – E-selectin induction in HUVECs, primary screen, imaging, HUVEC, immunofluorescence imaging, single point; 260,000 tested, 0.37% active; normalized: neutral wells 0, TNF-alpha wells 100; P16581; AID 686992, 2013; activation, % at 7.58 µM;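 active = mean E-selectin-positive cell signal at least 10% of the positive control, reached in at least 60% of replicates, without over 20% cell loss; inconclusive = no rule given, readout overlaps actives, possibly toxicity-flagged; inactive = the rest, including those meeting only one limit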;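 also: in these data hits start at about 27%; measured in HUVEC primary endothelial cells; signal is the percent of cells scored E-selectin positive by PE staining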
Target sequence (P16581 whole entry, looked up): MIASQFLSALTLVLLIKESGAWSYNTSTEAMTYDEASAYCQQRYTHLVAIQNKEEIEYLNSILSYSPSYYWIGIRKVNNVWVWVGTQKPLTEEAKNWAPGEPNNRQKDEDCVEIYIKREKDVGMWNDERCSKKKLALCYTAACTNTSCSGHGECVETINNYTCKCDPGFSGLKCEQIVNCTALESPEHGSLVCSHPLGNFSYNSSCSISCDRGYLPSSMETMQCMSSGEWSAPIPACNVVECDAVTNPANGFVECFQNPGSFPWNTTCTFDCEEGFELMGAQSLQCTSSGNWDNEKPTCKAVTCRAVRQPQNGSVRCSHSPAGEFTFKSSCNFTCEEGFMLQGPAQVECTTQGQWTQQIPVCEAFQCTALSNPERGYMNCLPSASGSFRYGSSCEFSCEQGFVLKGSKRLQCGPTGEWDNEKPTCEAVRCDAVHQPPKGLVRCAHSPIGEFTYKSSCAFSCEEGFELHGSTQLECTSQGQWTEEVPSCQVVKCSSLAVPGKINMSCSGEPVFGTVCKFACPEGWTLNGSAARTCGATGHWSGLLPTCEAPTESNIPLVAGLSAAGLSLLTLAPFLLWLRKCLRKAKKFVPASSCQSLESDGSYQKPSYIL
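Assay system: HUVEC, human umbilical vein endothelial cells / Amount: 3,000 HUVEC/well / Controls: TNF-alpha positive control, DMSO neutral control / Compound dosing: single concentration / Medium: EGM-2 over gelatin coat / Evaluation: percent E-selectin-positive cells / Signal: immunofluorescence imaging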
GSIS activator – GLuc luminescence reporter in INS-1E cells, primary screen for activators of glucose-dependent secretion of insulin; INS-1E GLuc reporter insulin secretion, 2-3 h; activation, % at 16.6 µM; 370,000 tested, 0.61% active;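 active = lowest replicate activation of at least 40%, so every replicate reaches that level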;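 also: 0% = median of neutral control wells and 100% = median of IBMX positive control wells; some compounds called inactive have numbers as strong as hits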
* = called active by the depositor; ? = inconclusive; . = no result given.

SMILES	DENV2 CPE rescue	Casp6 inh	CFTR F508del cor	RAD52 inh	Xi reactivation	RAD54 branch	E-sel inducer	GSIS activator
COC(=O)c1ccc(OCC(=O)c2cccc(OC)c2)cc1	0	-3	.	-6	0.0	.	-1.0	13
CCO[C@H]1OC(C(=O)N2CCN(Cc3ccccc3)CC2)=C[C@@H](C)[C@@H]1CCCO	13	2	-1.5	3	-0.2	-5	-0.1	16
Cc1[nH]c(=O)c(C#N)c(C)c1Cc1ccc(Cl)cc1Cl	5	1	-2.6	-12	0.1	9	.	5
CC(Sc1nncs1)C(=O)NCC(=O)Nc1ccc(F)c(F)c1F (configuration not stated)	1	-1	-1.0	-10	0.0	.	8.3	6
O=C1CCC/C(=N\NC(=O)c2ccc(COc3cccc4cccnc34)cc2)C1	.	.	.	.	0.4	-1	-0.2	22
COc1cccc(NC(=O)N2C[C@H](O)COC[C@@H]3O[C@H](CC(=O)NC4CCCC4)CC[C@H]32)c1	-3	-3	2.2	0	-0.1	1	0.0	10
Cc1noc(C)c1NC(=O)N[C@@H]1CC[C@@H](CCNC(=O)C2CC2)O[C@@H]1CO	0	-1	1.9	13	-1.2	-2	0.0	17
COc1cccc(S(=O)(=O)N[C@@H]2CC[C@@H](CCN)O[C@H]2CO)c1	-7	1	3.3	-8	0.0	-5	-0.1	12
CNS(=O)(=O)c1cccc(C(=O)NCC2(N3CCOCC3)CCCCC2)c1	7	-3	1.0	-10	0.0	.	.	-5
COc1ccc(C(=O)CSc2nnc(CN3CCCCC3)n2-c2ccc(F)cc2)cc1	-1	-2	2.9	-48	0.0	.	0.0	-13
Cc1c(C(=O)N(Cc2nnc(-c3ccccc3Cl)o2)C2CC2)oc2ccccc12	-4	-59	-1.8	-19	0.0	-6	-0.3	-1
COc1c(Cl)cnn(-c2ccc(C)cc2)c1=O	12	-2	-2.5	-9	.	-12	.	12
CCC(C(=O)NC1CCCC1)N(C(=O)c1snc(C(N)=O)c1N)c1ccc(OC)c(OC)c1 (configuration not stated)	7	2	-0.1	-8	0.0	5	0.4	1
O=C(c1ccc2c(=O)n3c(nc2c1)CCC3)N1CCCSC1=Nc1ccccc1	0	2	4.3	-10	0.2	4	.	23
Cc1ccccc1-c1nc(CS(=O)(=O)CC(=O)N(C)C2CCCCC2)c(C)o1	4	0	-0.7	3	0.1	-2	0.2	-41
Cn1nccc1C(=O)N1CCCC(N2CCN(Cc3ccc4c(c3)OCO4)CC2)C1 (configuration not stated)	-3	-3	1.5	-9	0.0	-12	-0.2	0
Cc1ccc(N=Cc2c(C)[nH]n(-c3nc4ccccc4[nH]3)c2=O)cc1	-6	-1	.	-38	-0.1	-3	-0.2	.
CCOC(=O)C1CCCN(c2c(NCc3ccco3)c(=O)c2=O)C1 (configuration not stated)	9	0	3.3	4	0.0	-5	0.8	.
CCN1CCN(C(=O)C2CCCN(S(=O)(=O)c3ccc(OC)c(OC)c3)C2)CC1 (configuration not stated)	15	0	-0.3	-9	0.0	15	.	-1
CCN1CCN(CC(O)COCc2cc(OC)c(OC)c(OC)c2)CC1 (configuration not stated)	1	-9	.	3	0.0	.	-1.0	2
CC(=O)c1ccc(N2CCN(S(=O)(=O)c3c(C)[nH]c(=O)[nH]c3=O)CC2)cc1	2	-3	-0.6	-28	0.0	.	.	-13
CCC(=O)NCCc1nc2cc(NC(=O)c3ccc(OC)cc3)ccc2n1C	-14	-3	.	2	.	-2	.	12
CC(C)c1cc(C(=O)NCc2ccco2)no1	2	7	-0.8	-12	0.1	-4	1.5	.
O=C(N1CCN(CCO)CC1)N1c2ccccc2CCc2ccccc21	1	-4	0.2	-14	0.2	0	.	-2
CN(C)c1ccc(C(=O)NNC(=O)C23CC4CC(CC(C4)C2)C3)cc1	-6	-1	-4.0	-18	0.2	12	1.4	.
CCCCNC(=O)COC(=O)C1CCN(S(=O)(=O)c2ccc3c(c2)OCCO3)CC1	-10	1	-4.2	6	-0.1	-4	-0.1	.
Cc1ccc(C)c(S(=O)(=O)N2CCN(C(=O)[C@@H](NC(=O)c3ccc(F)cc3)C(C)C)CC2)c1	13	2	1.9	-2	0.0	-3	-0.9	20
Cc1ccccc1C(=O)NCCNC(=O)c1cnccn1	1	0	-2.2	-5	0.3	-12	-0.1	23
NC(=O)Cn1cc(/C=N\NS(=O)(=O)c2ccc(F)cc2)c2ccccc21	5	4	0.2	-9	0.1	-5	.	13
Fc1ccc(NC(=S)NN2CCOCC2)cc1Cl	3	-3	0.0	-1	0.0	.	-0.5	.
CO[C@@H]1CN(C)C(=O)c2cc(NS(=O)(=O)c3cccc(Cl)c3)ccc2OC[C@@H](C)NC[C@H]1C	-5	1	0.1	-5	0.2	1	0.0	4
COc1ccccc1NC(=O)Cn1nc(-c2ccncc2)nc1SCC(=O)NC1CCCC1	3	-2	2.1	-5	1.2	-1	-3.4	2
O=C(O)CCSc1nnc(COc2ccc([N+](=O)[O-])cc2)n1-c1ccccc1	5	-1	1.5	-1	0.4	.	.	-9
CCCCNC(=O)C1CC(c2ccc(C(F)(F)F)cc2)=NO1 (configuration not stated)	-8	1	-6.0	-1	0.0	-7	1.3	2
CCOC(=O)c1ccc(N2C(=O)CC(C)(CC)CC2=O)cc1	1	3	-1.2	-7	-0.1	.	.	-7
CCS(=O)(=O)NCC[C@H]1CC[C@@H](NC(=O)Cc2ccccn2)[C@H](CO)O1	-1	-60	0.0	-70	-0.4	-12	-0.4	-4
N#Cc1ccc(C(=O)Nc2cccc(NC(=O)c3ccco3)c2)c(F)c1	.	.	2.1	-7	0.0	2	.	7
CCS(=O)(=O)N1CCC(C(=O)Nc2cc(C)ccc2O)CC1	0	0	0.2	-12	0.3	3	.	4
CC(=O)c1sc(-c2cccc(Cl)c2)nc1C	2	-1	-1.0	-8	0.2	2	.	9
COc1cc(S(=O)(=O)NC2CCCCC2)c(C)cc1C	.	-3	-0.1	-8	0.1	.	.	-3
Cc1ccc(CNC(=O)c2ccc(Cn3cc(-c4ccc(C)cc4)nc3-c3ccncc3)cc2)cc1	-16	-4	-1.1	-44	0.0	-5	-0.3	1
Cc1cccc(OCC(=O)NN2C(=O)C3C4C=CC(O4)C3C2=O)c1 (configuration not stated)	-6	3	-1.7	-8	0.0	.	.	2
CC(C)CC#Cc1ccc2c(c1)O[C@@H](CN(C)CC1CCCC1)[C@H](C)CN([C@@H](C)CO)S2(=O)=O	12	1	-1.9	29	0.1	.	-0.2	14
CCN(CC)S(=O)(=O)c1cccc(C(=O)NCc2ccccc2)c1	6	-2	.	0	0.2	.	-0.1	6
NCCCNc1nc(N)c([N+](=O)[O-])c(NC2CCCCC2)n1	-1	0	2.9	-4	0.5	3	-0.2	10
COc1cccc(NC(=O)N[C@H]2CC[C@H](CC(=O)NCc3ccncn3)O[C@H]2CO)c1	3	7	0.6	8	0.0	-1	0.1	11
C[C@@H]1CN([C@H](C)CO)S(=O)(=O)c2ccc(-c3cccc(C#N)c3)cc2O[C@@H]1CN(C)C(=O)c1ccccc1	-4	2	-1.4	-3	0.1	-2	-0.2	-8
COc1ccc(-c2sc(Nc3ccccc3)n[n+]2-c2ccc(F)cc2)cc1Br	?	-1	1.9	-53	0.0	-2	.	-10
C[C@@H]1CN([C@@H](C)CO)C(=O)c2cc(C#Cc3ccc(F)cc3)cnc2O[C@@H]1CN(C)C(=O)Nc1ccc(F)cc1	-1	-1	3.3	-9	.	6	.	.
C[C@@]12C(=O)N(Cc3ccc(F)cc3)CC(=O)N1[C@H]1c3cc(Cl)ccc3OC[C@@H]1[C@@H]2c1ccccc1	-4	1	-1.7	-29	0.1	13	-0.3	-8
Remaining list, next part.
SMILES	DENV2 CPE rescue	Casp6 inh	CFTR F508del cor	RAD52 inh	Xi reactivation	RAD54 branch	E-sel inducer	GSIS activator
O=C(Cc1ccsc1)NCc1ccccc1F	-2	-2	1.6	-12	0.0	4	-0.1	5
CC(=O)N1CCc2cc(S(=O)(=O)C(C)CC(=O)NCc3ccc(C)o3)ccc21 (configuration not stated)	3	4	1.9	-18	0.1	-8	3.5	8
COc1cc(C)c(/C=C/C(C)=C/C=C/C(C)=C/C(=O)O)c(C)c1C	-8	15	-7.2	-14	0.0	-11	0.9	.
COc1ccc(NC(=O)Cn2cc(C(C)=O)c3ccccc32)cc1	5	-4	1.6	-2	0.1	5	.	-1
CC(NC(=O)[C@@H](C)NC(=O)[C@@H]1Cc2ccccc2CN1C(=O)OC(C)(C)C)c1ccccc1 (some centres not stated)	-1	-1	0.8	-11	0.0	0	.	-12
CC(C)c1nnc(SCC(=O)NC2CCCC2)n1C	-4	-1	-1.7	-12	0.4	3	7.7	9
CSC1=NC(C)N2C(SC)=NC(C)N12 (configuration not stated)	5	0	-1.3	-14	0.0	.	0.9	-2
CO[C@H]1CN(C)C(=O)c2cc(NC(=O)NC(C)C)ccc2OC[C@@H](C)N(CCC(F)(F)F)C[C@@H]1C	.	.	-4.1	.	0.1	7	0.1	-8
COc1ccc(-c2nc3ccc(Cl)cn3c2Cc2cccc(Cl)c2)cc1OC	16	1	2.3	-12	0.2	3	0.1	0
CC1(c2nnnn2-c2ccc3c(c2)OCCO3)CCC(=O)N1C1CC1 (configuration not stated)	12	-3	6.2	-9	0.2	.	-0.1	8
O=C(O)C(NS(=O)(=O)c1ccc(F)cc1)c1ccccc1 (configuration not stated)	6	-2	.	-12	0.1	.	.	-24
CCCCN1C(=O)C(=O)NC[C@H]1Cc1cccc2ccccc12	.	5	-1.4	-7	-0.2	.	-0.1	-1
COc1ccccc1CC(=O)N1CCN(c2cccc(Cl)c2)CC1	-2	0	.	-10	-0.1	-4	.	.
O=c1c(-c2ccccc2)nc2ccccc2n1C(c1ccccc1)c1nc2ccccc2[nH]1 (configuration not stated)	-6	-1	-4.4	-3	-0.1	.	-0.2	7
CO[C@@H]1CN(C)C(=O)c2ccc(NS(=O)(=O)c3ccc(C)cc3)cc2OC[C@@H](C)N(C(=O)NC(C)C)C[C@@H]1C	.	.	-1.2	.	0.0	.	0.0	0
O=C(Nc1ccc(Cl)c(Cl)c1)N[C@H]1CC[C@H](CCNC(=O)c2ccc(F)cc2)O[C@@H]1CO	7	0	0.4	-30	0.0	-5	-0.1	-37
S=C(NCc1cccnc1)Nc1cc(Cl)cc(Cl)c1	-10	3	-0.1	-11	0.0	.	.	-14
CN(C)CC#Cc1ccc([C@H]2[C@@H](CO)N(C(=O)C3CC3)[C@H]2C#N)cc1	32*	3	1.2	5	-0.1	-23	-0.2	8
